HRas wt GTP bind – modulators of GTP binding to HRas wildtype, primary screen, biochemical, bead-based flow cytometry, multiplex | GTPase HRas (Homo sapiens), P01112 | GTP binding activity, % at 10 µM | GST-Ras wt beads, Bodipy-FL-GTP binding; actives lie on both sides | 0.14% of 190,000 active;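 active = GTP binding activity at least 20% away from the 100% baseline, either lowered as inhibitor or raised as activator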;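 note: 0% = unlabeled GTP competition control and 100% = no-compound control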
Target sequence (P01112 whole entry, looked up): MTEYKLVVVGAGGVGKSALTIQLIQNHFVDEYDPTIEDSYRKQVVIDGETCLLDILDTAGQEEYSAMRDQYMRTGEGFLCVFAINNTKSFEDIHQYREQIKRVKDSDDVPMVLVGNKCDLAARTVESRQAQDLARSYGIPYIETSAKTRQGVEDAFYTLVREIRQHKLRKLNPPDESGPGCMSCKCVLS
Pf gametocyte – late stage P. falciparum gametocyte viability inhibitors, primary screen, ATP luminescence, HTS. inhibition, % at 10.9 µM. AID 743093, 2013. 0.065% of 150,000 active. P. falciparum stage V gametocytes, 24 h;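 active = inhibition above the mean plus 3 SD of compounds within the control limits, set per campaign, cut at about 38% in these data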;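 note: 0% = DMSO wells and 100% = medium only without gametocytes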
Rac1 mut GTP – GTP binding modulators of activated mutant Rac1, primary screen, biochemical, bead-based flow cytometry, multiplex, fluorescent GTP; Ras-related C3 botulinum toxin substrate 1 (Homo sapiens), P63000; GST-Rac1 activated beads; actives lie on both sides; 100% means binding = to untreated wells; percent activity (GTP binding), % at 10 µM; 0.11% of 190,000 active; AID 764, 2007;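 active = GTP binding at least 20 percentage points away from the 100% baseline, in either direction, so actives lie on both sides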
GSH bead fluor – compound fluorescence on glutathione beads, profiling panel, artefact control, biophysical, 488/530 nm, flow cytometry; 0.25% of 190,000 active; GSH beads flow cytometry, compound fluorescence 488/530 nm; active compounds read high; fluorescence (KMESF) at 10 µM; in the data active = fluorescence above about 89;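 note: glutathione beads carrying GST-tagged Bcl family fusion proteins plus one bare bead set; values are compound well signal with DMSO vehicle wells as background; inactives centre near 16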
Mcl1 Bid PPI – Mcl-1/Bid binding inhibitors, primary screen, biochemical, TR-FRET, 1536-well; Induced myeloid leukemia cell differentiation protein Mcl-1 (Homo sapiens), Q07820; TR-FRET Mcl-1/Bid-Dy647 peptide binding; inhibition, % at 21.7 µM; 0.97% of 220,000 active; AID 1021, 2008;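 active = compounds that cut the binding signal by more than half at the single screening dose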;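 note: His-tagged Mcl-1 with europium anti-His antibody binding Bid BH3 peptide; 0% = Mcl-1 plus peptide wells and 100% = peptide-only wells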
Target sequence (Q07820 whole entry, looked up): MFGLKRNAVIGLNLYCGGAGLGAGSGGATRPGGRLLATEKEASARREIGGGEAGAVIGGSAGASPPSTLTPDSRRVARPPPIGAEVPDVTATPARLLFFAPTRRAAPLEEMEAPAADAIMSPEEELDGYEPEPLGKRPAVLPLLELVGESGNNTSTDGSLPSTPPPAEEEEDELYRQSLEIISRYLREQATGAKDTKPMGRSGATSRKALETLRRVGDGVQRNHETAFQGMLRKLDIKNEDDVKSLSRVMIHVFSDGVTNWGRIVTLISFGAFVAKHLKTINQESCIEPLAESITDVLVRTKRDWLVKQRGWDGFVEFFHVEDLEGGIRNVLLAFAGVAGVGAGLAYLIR
Rab2A wt mod – modulators of GTP binding to Rab2A wildtype, primary screen, biochemical, dog, bead-based flow cytometry, multiplex; Ras-related protein Rab-2A (Canis lupus familiaris), P61105; GST-Rab2 wt beads, Bodipy-GTP binding; GTP binding activity, % at 10 µM; 0.19% of 190,000 active; AID 760, 2007;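 active = GTP binding activity at least 20 points away from 100%, either lowered or raised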;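 note: 0% = beads with excess unlabeled GTP and 100% = no-compound control corrected for plate trend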
Cdc42 wt GTP – modulators of GTP binding to wildtype Cdc42, primary screen, biochemical, multiplex bead flow cytometry, Bodipy-GTP | GST-Cdc42 beads; actives lie on both sides | percent activity (GTP binding), % at 10 µM | 0.2% of 190,000 active | AID 761, 2007;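 active = percent activity GTP binding at least 20 points away from the 100% baseline, either down as inhibitor or up as activator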;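 note: median bead fluorescence of bound Bodipy-FL-GTP at 100 nM; 0% = excess unlabeled GTP control and 100% = no compound control; below 100% means less GTP binding so inhibitor and above means activator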
Target sequence (P60953 whole entry, looked up): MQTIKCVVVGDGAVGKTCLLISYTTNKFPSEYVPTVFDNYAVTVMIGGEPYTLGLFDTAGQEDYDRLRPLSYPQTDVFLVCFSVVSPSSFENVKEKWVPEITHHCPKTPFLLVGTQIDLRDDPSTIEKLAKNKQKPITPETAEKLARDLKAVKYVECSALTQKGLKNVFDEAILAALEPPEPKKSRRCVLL
Rab7 wt modul – modulators of GTP binding to Rab7, primary screen, biochemical, wildtype, multiplex bead flow cytometry; AID 758, 2007; GST-Rab7 beads, fluorescent GTP binding; actives lie on both sides; untreated = 100%, excess cold GTP = 0%; GTP binding activity (percent of control), % at 10 µM; 0.055% of 190,000 active;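 active = fluorescent GTP binding to Rab7 beads changed by at least 20 points from the 100% baseline, either direction, mostly lower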;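 note: median green fluorescence of bound Bodipy-FL-GTP per Rab7 bead population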
Mcl1-Noxa inh – Mcl-1/Noxa binding inhibitors, primary screen, biochemical, TR-FRET, 1536-well | inhibition, % at 21.7 µM | 1.5% of 220,000 active | Induced myeloid leukemia cell differentiation protein Mcl-1 (Homo sapiens), Q07820 | TR-FRET Mcl-1/Noxa peptide binding, 2 h | AID 1022, 2008;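 active = compounds that cut the protein-peptide binding signal by more than 50% relative to plate controls in a single-dose test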;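 note: His-tagged Mcl-1 with rhodamine Noxa BH3 peptide and terbium anti-His antibody; 0% = Mcl-1 plus Noxa peptide wells and 100% = peptide-only wells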
Avidin bead fluor – green autofluorescence of compounds with avidin beads – biophysical, 488/530 nm, flow cytometry, artefact control, profiling panel | compound fluorescence 488/530 nm; active compounds read high | fluorescence (KMESF) at 10 µM | 0.38% of 220,000 active; in the data active = fluorescence above about 47; note: inactives centre near 10
Rac1 wt GTP bind – wildtype Rac1 GTP binding modulators, primary screen, biochemical, GST-Rac1 beads, flow cytometry, multiplex. fluorescent GTP binding; actives lie on both sides; 0 = cold GTP competed, 100 = untreated. GTP binding activity (% of control), % at 10 µM. 0.27% of 190,000 active;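 active = GTP binding activity at least 20 points away from the 100% control level, either lower or higher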
An asterisk follows results filed as active; nt = no result given.

# | Molecule | Rab7 wt modul | Mcl1 Bid PPI | Pf gametocyte | HRas wt GTP bind | Rac1 mut GTP | Rac1 wt GTP bind
1 | Cn1c(SCC(=O)N2CCCCC2)nc2cccnc21 | 100 | -14 | nt | 99 | 96 | 95
2 | O=[N+]([O-])c1cn(Cc2ccccc2)cn1 | 99 | -21 | 11 | 98 | 100 | 101
3 | Cc1cc(C)cc(C(=O)NCC(=O)OCC(=O)NCC(F)(F)F)c1 | 92 | -7 | 3 | 96 | 98 | 97
4 | O=C(Nc1ccc(Cl)cn1)c1ccc(-c2cc(Cl)ccc2Cl)o1 | 90 | -8 | 13 | 89 | 85 | 86
5 | Cc1ccc(Nc2cc(C)nn2-c2nc(C)cc(C)n2)cc1 | 97 | -55 | nt | 97 | 95 | 93
6 | Cc1cc(C)n(-c2ccn(Cc3ccc(Cl)cc3Cl)c(=O)n2)n1 | 92 | -10 | nt | 96 | 97 | 98
7 | CCN(CC)C(=O)C1CCN(Cc2cn(C)nc2-c2ccc(Oc3ccccc3)cc2)CC1 | 101 | -9 | 5 | 95 | 91 | 96
8 | O=C(CC(Cc1ccccc1)C(=O)O)NCCc1ccc2c(c1)OCO2 (centres undefined) | 96 | -20 | nt | 96 | 93 | 94
9 | CCCCc1ccc(NC(=O)c2c(C)noc2C)cc1 | 99 | -1 | -2 | 100 | 99 | 109
10 | O=C1CCCc2c1[nH]c1ccc(CN3CCCCC3)cc21 | 94 | 6 | nt | 96 | 96 | 94
11 | CCCC(C(=O)NCc1ccccc1)N(C(=O)Cn1nnc(-c2cccs2)n1)c1ccc2c(c1)OCCO2 (centres undefined) | 100 | -6 | nt | 96 | 96 | 98
12 | COc1ccc(C(=O)CSc2ccc3nnc(-c4cccnc4)n3n2)cc1 | 101 | -4 | 23 | 98 | 96 | 88
13 | C1CCN(Cc2nnnn2CC2CCCO2)CC1 (centres undefined) | 110 | 0 | -23 | 100 | 95 | 99
14 | COc1cc2c(cc1NC(=S)Nc1ccccc1C)oc1ccccc12 | 97 | -33 | -41 | 95 | 93 | 94
15 | C=CCn1c(SCC(N)=O)nnc1-c1cc2c(s1)CCC(CC)C2 (centres undefined) | 97 | -13 | nt | 98 | 98 | 99

# | GSH bead fluor | Mcl1-Noxa inh | Rab2A wt mod | Cdc42 wt GTP | Avidin bead fluor
1 | 13 | 17 | 98 | 99 | 41
2 | 4 | 3 | 97 | 98 | 13
3 | 9 | 2 | 97 | 98 | 11
4 | 12 | 10 | 85 | 87 | 36
5 | 6 | 13 | 96 | 94 | 19
6 | 6 | 4 | 94 | 98 | 8
7 | 14 | 14 | 96 | 92 | 9
8 | 24 | -25 | 93 | 95 | 15
9 | 16 | -2 | 102 | 102 | 7
10 | 12 | 1 | 94 | 98 | 35
11 | 18 | -14 | 96 | 98 | 6
12 | 8 | -3 | 95 | 92 | 24
13 | 14 | 10 | 99 | 95 | 11
14 | 58 | 4 | 94 | 96 | 8
15 | 17 | 15 | 99 | 96 | 7

New compounds follow
# | Molecule | Rab7 wt modul | Mcl1 Bid PPI | Pf gametocyte | HRas wt GTP bind | Rac1 mut GTP | Rac1 wt GTP bind
16 | COc1ccc(Cc2nnc(SCC(=O)N3CCCCC3)o2)cc1 | 97 | -12 | -2 | 96 | 98 | 103
17 | O=C(NCc1ccccn1)C(=O)Nc1ccccc1 | 98 | -19 | 6 | 98 | 97 | 104
18 | Cc1cc(C)nc(/N=C(\N)Nc2ccc3c(c2)OCCO3)n1 | 105 | -17 | 1 | 100 | 97 | 100
19 | CCOC(=O)Cn1nnnc1CN1CCN(c2ccc(OC)cc2)CC1 | 104 | 4 | -1 | 98 | 97 | 98
20 | Cc1cc2cc(CCNC(=O)C3c4ccccc4Oc4ccccc43)c(=O)[nH]c2cc1C | 104 | 42 | nt | 102 | 100 | 108
21 | Cc1nc(SCC(=O)c2cc3ccccc3oc2=O)c(C#N)c(C)c1C(=O)Nc1ccccc1 | 94 | -32 | nt | 92 | 91 | 92
22 | CC(=O)Nc1ccc(NC(=O)COC(=O)c2n[nH]c3ccccc23)cc1 | 97 | -10 | nt | 96 | 95 | 98
23 | CCN(CC)Cc1c(O)c(Cl)cc2c(C)c(C)c(=O)oc12 | 103 | 7 | 8 | 101 | 97 | 100
24 | CCCc1cc(-c2n[nH]c(=S)n2Cc2ccccc2)cs1 | 97 | -1 | nt | 97 | 97 | 100
25 | C=CCOc1ccc(/C=C2\C(=N)N3N=C(S(=O)(=O)CC)SC3=NC2=O)cc1OC | 95 | -10 | nt | 94 | 89 | 92
26 | CCCNC(=S)N1CCN(C(c2ccccc2)c2ccccc2)CC1 | 104 | -60 | -6 | 101 | 100 | 104
27 | CN1CCC(=NNC(=O)C(=O)NC2CCCCC2)CC1 | 101 | -36 | nt | 104 | 99 | 112
28 | N=c1c2c3c(sc2nc2n1CCCCC2)CCCC3 | 96 | -10 | nt | 104 | 99 | 102
29 | CCn1c2ccccc2c2cc(NS(=O)(=O)c3ccccc3C)ccc21 | 98 | 5 | -18 | 102 | 97 | 103
30 | CCOc1cc(/C=C2\C(=O)NN(c3ccccc3)C2=O)cc([N+](=O)[O-])c1O | 93 | -12 | 5 | 90 | 89 | 89

# | GSH bead fluor | Mcl1-Noxa inh | Rab2A wt mod | Cdc42 wt GTP | Avidin bead fluor
16 | 25 | 3 | 97 | 97 | 22
17 | 10 | 6 | 96 | 96 | 11
18 | 23 | -3 | 100 | 101 | 13
19 | 21 | 10 | 98 | 96 | 6
20 | 13 | -4 | 102 | 106 | 6
21 | 58 | -4 | 92 | 93 | 9
22 | 18 | -5 | 95 | 96 | 10
23 | 31 | 4 | 102 | 101 | 6
24 | 35 | -11 | 98 | 99 | 5
25 | 25 | 30 | 90 | 87 | 9
26 | 7 | -10 | 100 | 99 | 8
27 | 59 | -7 | 103 | 105 | 11
28 | 21 | -17 | 99 | 99 | 23
29 | 13 | 25 | 98 | 98 | 16
30 | 10 | 51* | 90 | 90 | 39

Next part:
# | Molecule | Rab7 wt modul | Mcl1 Bid PPI | Pf gametocyte | HRas wt GTP bind | Rac1 mut GTP | Rac1 wt GTP bind
31 | CC(=O)c1cccc(NC(=O)c2nccnc2C(=O)O)c1 | 93 | -11 | -13 | 98 | 100 | 102
32 | CC(C(=O)Nc1ncc2c(n1)CC(C)(C)CC2=O)N1C(=O)c2ccccc2C1=O (centres undefined) | 101 | 4 | nt | 103 | 99 | 103
33 | CC1=C(C(=O)OCc2ccccc2)C(c2ccc(Cl)cc2)NC(=O)N1CCCCCC(=O)O (centres undefined) | 97 | 4 | nt | 99 | 97 | 101
34 | Cc1ccc(Cl)cc1NC(=S)N1CCC(c2ccccc2)C1 (centres undefined) | 99 | -47 | -18 | 97 | 96 | 102
35 | O=C(c1ccc(Cl)c(F)c1F)N1CCCC1 | 94 | -13 | nt | 97 | 96 | 94
36 | Nc1nc(NCc2ccco2)nc(N2CCCCCC2)c1[N+](=O)[O-] | 94 | -7 | nt | 99 | 99 | 102
37 | CCOC(=O)C1CCCN(C(=O)c2cc(-c3ccc(C)cc3)nc3ccccc23)C1 (centres undefined) | 95 | -7 | nt | 95 | 96 | 97
38 | Cc1ccc2nc(CSc3nnc(Cc4cccs4)n3C3CCCCC3)cc(=O)n2c1 | 102 | -12 | nt | 101 | 99 | 105
39 | Cc1ccc(S(=O)(=O)Cn2nnnc2C(CC(C)C)N2CCN(c3ccc(F)cc3)CC2)cc1 (centres undefined) | 104 | -10 | nt | 101 | 99 | 102
40 | Cc1c(-c2ccccc2)oc2c(C(=O)OCC(=O)Nc3cccc(F)c3)cccc2c1=O | 97 | -8 | 5 | 100 | 104 | 99
41 | COC(=O)COc1ccc(S(=O)(=O)N2CCOCC2)cc1C | 101 | 6 | 7 | 102 | 100 | 102
42 | COc1ccccc1CNC(=O)c1cc2sccc2n1C | 98 | -19 | nt | 101 | 100 | 106
43 | CC(C)CCn1c(NCCN(C)C)nc2c1c(=O)[nH]c(=O)n2C | 100 | -21 | nt | 103 | 99 | 105
44 | COc1ccc2[nH]c(=O)c(CN(CCN(C)C)C(=O)NCc3ccccc3)cc2c1 | 102 | 5 | nt | 104 | 98 | 110
45 | O=C(O)CCSc1nc2ccc(Br)cc2[nH]1 | 99 | -20 | 5 | 98 | 96 | 99
46 | CCN(c1ccccc1)S(=O)(=O)c1ccc(OC)c(OC)c1 | 96 | -9 | nt | 100 | 98 | 105
47 | O=C1C2CC=CCC2C(=O)N1c1ccc(OCC(O)Cn2nnc3ccccc32)cc1 (centres undefined) | 102 | -21 | 4 | 101 | 99 | 106

# | GSH bead fluor | Mcl1-Noxa inh | Rab2A wt mod | Cdc42 wt GTP | Avidin bead fluor
31 | 34 | 5 | 100 | 100 | 12
32 | 16 | 6 | 103 | 104 | 18
33 | 17 | 16 | 100 | 102 | 11
34 | 21 | 7 | 97 | 97 | 11
35 | 23 | -12 | 97 | 99 | 14
36 | 8 | 5 | 97 | 95 | 15
37 | 9 | 6 | 97 | 96 | 12
38 | 36 | 3 | 102 | 102 | 12
39 | 30 | -14 | 101 | 98 | 15
40 | 9 | -1 | 101 | 97 | 16
41 | 35 | 8 | 101 | 102 | 6
42 | 27 | 5 | 99 | 101 | 33
43 | 24 | -1 | 101 | 105 | 10
44 | 11 | 8 | 103 | 104 | 10
45 | 13 | -1 | 96 | 98 | 23
46 | 24 | 1 | 101 | 101 | 32
47 | 11 | 0 | 101 | 102 | 10

Another view of 2 compounds above:
no. | canonical_smiles | Rab7 wt modul | Mcl1 Bid PPI | Pf gametocyte | HRas wt GTP bind | Rac1 mut GTP | Rac1 wt GTP bind | GSH bead fluor | Mcl1-Noxa inh | Rab2A wt mod | Cdc42 wt GTP | Avidin bead fluor
38 | Cc1ccc2nc(CSc3nnc(Cc4cccs4)n3C3CCCCC3)cc(=O)n2c1 | 102 | -12 | nt | 101 | 99 | 105 | 36 | 3 | 102 | 102 | 12
39 | Cc1ccc(S(=O)(=O)Cn2nnnc2C(CC(C)C)N2CCN(c3ccc(F)cc3)CC2)cc1 (centres undefined) | 104 | -10 | nt | 101 | 99 | 102 | 30 | -14 | 101 | 98 | 15

Taken from above:
Avidin bead fluor, #42 is entered as 33
Rac1 wt GTP bind, #38 is entered as 105
Mcl1 Bid PPI, #33 is entered as 4

High-throughput results (PubChem BioAssay)
